FXN GAA850 act: FXN promoter activators, primary screen, cell-based, luciferase luminescence, HEK293 lucGAA850; HEK293 lucGAA850 FXN promoter luciferase reporter, 24 h; percent of 10 µM SAHA response; activation, % at 6 µM; 360,000 compounds, 0.56% hits; AID 540364, 2011;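 active = activation above the average of all compounds screened plus 3 SD, cutoff fixed separately per campaign, cut at about 7.5% in these data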;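 also: 0% = DMSO wells and 100% = 10 µM SAHA wells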
ADAM10 inh: human ADAM10 inhibitors, primary screen, biochemical, QFRET, HTS | Disintegrin and metalloproteinase domain-containing protein 10 (Homo sapiens), O14672 | recombinant ADAM10, EDANS/DABCYL FRET peptide cleavage, 3 h | 370,000 compounds, 0.62% hits | AID 720582, 2013 | inhibition, % at 7 µM;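 active = inhibition above a per-campaign cutoff equal to the mean of compounds falling between control-based bounds plus 3 SD, cut at about 20% in these data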;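 also: 0% = DMSO wells while the 100% control is not disclosed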
ASAP1 GAP inh: inhibitors of human ASAP1 ArfGAP activity, primary screen, biochemical, fluorescence polarization. inhibition, % at 16.5 µM. Arf-GAP with SH3 domain, ANK repeat and PH domain-containing protein 1 (Homo sapiens), …. ASAP1-stimulated ARF1 GTP hydrolysis, GDP FP detection. 360,000 compounds, 0.19% hits; in the data active = inhibition above about 25%;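 also: 0% = vehicle with enzyme and substrate and 100% = no enzyme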
rCAG RNA binder: binders of r(CAG) RNA repeats, primary screen, biochemical, fluorescence; r(CAG) RNA repeat, TO-PRO-1 dye displacement fluorescence; inhibition, % at 3 µM; 370,000 compounds, 1.3% hits; AID 651821, 2012;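 active = inhibition above the plate cutoff, the mean of all test compounds on that plate plus 3 SD, cut at about 35% in these data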;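 also: 0% = DMSO alone and 100% = 100 µM mitoxantrone as full dye displacement; higher means more dye released from RNA so lower well fluorescence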
DDE Tn6 FP inh: inhibitors of Tn6 peptide binding to fibrin DD(E), primary screen, biochemical, fluorescence polarization, human fibrin, Tn6 probe. inhibition, % at 8.3 µM. 370,000 compounds, 0.21% hits. Fibrinogen beta chain (Homo sapiens), P02675. Fibrin DD(E) TRITC-Tn6 fluorescence polarization displacement. AID 720509, 2013;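 active = inhibition above a per-campaign cutoff: mean of compounds within control limits plus 3 SD, cut at about 15% in these data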;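 also: 0% = median of all compound wells on the plate and 100% = blocking peptide control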
ARFGAP1 inh: inhibitors of rat ARFGAP1 GAP activity, primary screen, biochemical, fluorescence polarization, GDP tracer; ADP-ribosylation factor GTPase-activating protein 1 (Rattus norvegicus), Q62848; Arfgap1-stimulated ARF1 GTP hydrolysis, GDP FP detection; inhibition, % at 16.5 µM; 360,000 compounds, 0.26% hits; AID 651572, 2012;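 active = inhibition above a per-plate limit, mean inhibition of low control wells plus 3 SD, cut at about 25% in these data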;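 also: 0% = DMSO wells with enzyme and 100% = wells lacking Arfgap1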
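System: truncated rat Arfgap1 GAP domain / Medium: HEPES-based buffer, pH 7.5 / Also added: N-terminally truncated human ARF1-GTP substrate / Incubation: enzyme reaction 120 min at 25 °C after 20 min preincubation / Measured by: FP of antibody-bound GDP Alexa 633 tracer, ex 620/em 688 nm / Replicates: singlicate, each compound tested once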
GC-B act: human GC-B receptor activators, primary screen, HEK293 GC-B cells, cGMP TR-FRET, EC30 CNP; Atrial natriuretic peptide receptor 2 (Homo sapiens), P20594; 0% at EC30 CNP, 100% saturating CNP; activation, % at 10 µM; 370,000 compounds, 0.11% hits;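 active = activation at 10 µM reaching about 35% in either raw or pattern-adjusted values, limit read from the data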
GC-A act: GC-A stimulated cGMP production enhancers – HEK293 GC-A cells, cGMP TR-FRET, EC30 ANP, primary screen. Atrial natriuretic peptide receptor 1 (Homo sapiens), P16066. 0% at EC30 ANP, 100% saturating ANP. activation, % at 10 µM. 370,000 compounds, 0.14% hits; in the data active = activation above about 40%
Target sequence (P16066 whole entry, looked up): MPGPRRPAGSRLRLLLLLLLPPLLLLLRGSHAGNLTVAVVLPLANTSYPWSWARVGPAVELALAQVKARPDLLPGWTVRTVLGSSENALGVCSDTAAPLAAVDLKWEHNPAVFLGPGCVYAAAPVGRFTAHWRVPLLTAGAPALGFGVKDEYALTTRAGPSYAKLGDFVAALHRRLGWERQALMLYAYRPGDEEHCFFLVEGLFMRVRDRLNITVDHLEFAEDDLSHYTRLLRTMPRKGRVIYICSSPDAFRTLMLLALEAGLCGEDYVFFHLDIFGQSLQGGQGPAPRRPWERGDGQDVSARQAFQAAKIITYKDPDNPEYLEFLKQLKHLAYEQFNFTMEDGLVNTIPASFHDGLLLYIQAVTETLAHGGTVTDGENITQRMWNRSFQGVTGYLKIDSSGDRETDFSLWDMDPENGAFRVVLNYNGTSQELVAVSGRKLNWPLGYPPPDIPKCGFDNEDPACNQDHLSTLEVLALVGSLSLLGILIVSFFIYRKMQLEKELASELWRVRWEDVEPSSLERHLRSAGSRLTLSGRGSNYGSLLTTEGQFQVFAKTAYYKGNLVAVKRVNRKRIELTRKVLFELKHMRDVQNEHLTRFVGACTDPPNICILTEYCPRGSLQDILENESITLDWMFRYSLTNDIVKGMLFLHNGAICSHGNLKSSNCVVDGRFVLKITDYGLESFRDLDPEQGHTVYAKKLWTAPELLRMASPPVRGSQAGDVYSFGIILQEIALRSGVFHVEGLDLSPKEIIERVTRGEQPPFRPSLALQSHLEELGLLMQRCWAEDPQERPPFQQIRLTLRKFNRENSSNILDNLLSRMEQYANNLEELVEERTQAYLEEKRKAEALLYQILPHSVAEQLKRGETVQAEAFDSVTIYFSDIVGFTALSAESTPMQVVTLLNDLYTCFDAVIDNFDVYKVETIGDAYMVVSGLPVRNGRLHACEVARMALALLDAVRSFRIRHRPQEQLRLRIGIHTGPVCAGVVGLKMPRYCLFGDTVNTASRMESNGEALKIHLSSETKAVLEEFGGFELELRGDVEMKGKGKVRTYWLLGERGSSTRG
HGIII-sPLA2 inh: human group III sPLA2 inhibitors, primary screen, biochemical, QFRET, BODIPY PC-A2 liposome substrate. Group 3 secretory phospholipase A2 (Homo sapiens), Q9NZ20. QFRET BODIPY PC-A2 liposome hydrolysis, fluorescence. inhibition, % at 12.2 µM. 370,000 compounds, 0.56% hits;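 active = inhibition above mean plus 3 SD of compounds lying within the high and low control bounds, cut at about 19% in these data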;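 also: 0% = median of test compound wells and 100% = no enzyme DMSO wells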
KLK7 zymogen act: proKLK7 zymogen activators, primary screen, biochemical, fluorescence intensity; Kallikrein-7 (Homo sapiens), P49862; purified proKLK7, EDANS-DABCYL substrate fluorescence; 100% is mature enzyme control, 0% vehicle; activation, % at 7 µM; 370,000 compounds, 0.9% hits;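 active = activation above the mean of all tested compounds plus 3 SD, computed per campaign excluding outliers beyond control limits, cut at about 13% in these data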
* = called active by the depositor; x = not tested or not shown; & = joins results of further samples.

1	CNS(=O)(=O)c1cccc(C(=O)OCC(=O)Nc2cc(F)ccc2F)c1
2	CCC(Sc1ccc2nnc(-c3cccnc3)n2n1)C(=O)O (configuration not stated)
3	CC1(C)CC2(C)OCCN2C(=S)N1 (configuration not stated)
4	CN(C)N1C(N)=C(C#N)C(c2ccc(F)cc2)C2=C1CCCC2=O (configuration not stated)
5	CCCCNc1c(CC(C)C)nc2nc(C)cc(C)n12
6	CN(C(=O)c1cccc(NC(=O)Cc2ccc(NC(=O)C3CCCN(C(=O)CCc4ccccc4)C3)cc2)c1)C1CCC1 (configuration not stated)
7	Cc1nc(CC(=O)N2CCN(S(=O)(=O)c3ccccc3C#N)CC2)cs1
8	COCCCN(C(=S)Nc1ccc(OC)cc1)C(C)c1ccncc1 (configuration not stated)
9	CN(C)Cc1cn(-c2cccc(-c3noc4c3C(=O)N(CC(=O)N3CCOCC3)CC4)c2)nn1
10	COc1ccc(C(=O)NCCN(C)C)c2nc3ccccc3cc12

Compound	1	2	3	4	5	6	7	8	9	10
FXN GAA850 act	-0.7	2.5	-0.6&-0.8	0.8	x	-1.8	-0.9	-0.3	x	10*
ADAM10 inh	-11	-15	9&8	-2	-15	5	2	2	-2	-11
ASAP1 GAP inh	2	14	1&-1	1	0	6	-6	-16	x	-5
rCAG RNA binder	1	1	0&2	-1	-1	9	4	-3	-2	5
DDE Tn6 FP inh	2	6	4&6	4	3	4	-1	-6	2	8
ARFGAP1 inh	-7	13	7&-9	-7	0	3	1	-4	x	-11
GC-B act	-2	4	2&0	2	-5	0	7	2	2	-19
GC-A act	1	0	2&-5	13	-6	3	3	1	4	-35
HGIII-sPLA2 inh	4	2	5&2	-2	1	-29	9	1	2	1
KLK7 zymogen act	0.2	0.1	0.1&-0.5	-0.7	0.3	-0.1	0.5	0.6	-0.2	-0.7

Compound profiles, from the list above.
CN(C)Cc1cn(-c2cccc(-c3noc4c3C(=O)N(CC(=O)N3CCOCC3)CC4)c2)nn1 reads FXN GAA850 act: x; ADAM10 inh: -2; ASAP1 GAP inh: x; rCAG RNA binder: -2; DDE Tn6 FP inh: 2; ARFGAP1 inh: x; GC-B act: 2; GC-A act: 4; HGIII-sPLA2 inh: 2; KLK7 zymogen act: -0.2
CCCCNc1c(CC(C)C)nc2nc(C)cc(C)n12 reads FXN GAA850 act: x; ADAM10 inh: -15; ASAP1 GAP inh: 0; rCAG RNA binder: -1; DDE Tn6 FP inh: 3; ARFGAP1 inh: 0; GC-B act: -5; GC-A act: -6; HGIII-sPLA2 inh: 1; KLK7 zymogen act: 0.3

Arranged by SMILES length (ascending): some entries from above.
3	CC1(C)CC2(C)OCCN2C(=S)N1 (configuration not stated)
4	CN(C)N1C(N)=C(C#N)C(c2ccc(F)cc2)C2=C1CCCC2=O (configuration not stated)
7	Cc1nc(CC(=O)N2CCN(S(=O)(=O)c3ccccc3C#N)CC2)cs1

Compound	3	4	7
FXN GAA850 act	-0.6&-0.8	0.8	-0.9
ADAM10 inh	9&8	-2	2
ASAP1 GAP inh	1&-1	1	-6
rCAG RNA binder	0&2	-1	4
DDE Tn6 FP inh	4&6	4	-1
ARFGAP1 inh	7&-9	-7	1
GC-B act	2&0	2	7
GC-A act	2&-5	13	3
HGIII-sPLA2 inh	5&2	-2	9
KLK7 zymogen act	0.1&-0.5	-0.7	0.5

The listing picks up with the two entries that preceded the break.
9	CN(C)Cc1cn(-c2cccc(-c3noc4c3C(=O)N(CC(=O)N3CCOCC3)CC4)c2)nn1
10	COc1ccc(C(=O)NCCN(C)C)c2nc3ccccc3cc12
11	CC(Sc1nc(C(F)(F)F)nc2ccccc12)C(=O)NC1CCCC1 (configuration not stated)
12	O[C@H]1C[C@H](c2ccccc2)N(Cc2cccs2)C[C@@H]1n1cc(-c2ccc(F)cc2)nn1
13	COc1ccccc1N1CCN(C(=O)c2ccc3c(=O)n4c(nc3c2)CCCCC4)CC1
14	CCn1c(NC)cc(=O)n(C)c1=O
15	C[C@@H](NC(=O)c1ncn2c1c(=O)[nH]c1cccnc12)c1ccccc1
16	Cc1ccc(/C=N/N=C2/NC(=O)C(CC(=O)Nc3ccc(Cl)cc3)S2)o1 (configuration not stated)
17	Cc1ccc(NC(=O)Cn2ncn3c(cc4ccccc43)c2=O)c(C)c1
18	O=C(c1ccc(F)cc1)N1CCCCC(Sc2nnc3ccccn23)C1=O (configuration not stated)
19	COc1ccc(Cn2cnc3c4cc(F)ccc4n(C)c3c2=O)cc1
20	COCCNC(=O)C(=O)NCC1OCCN1S(=O)(=O)c1ccc2c(c1)OCCO2 (configuration not stated)

Compound	9	10	11	12	13	14	15	16	17	18	19	20
FXN GAA850 act	x	10*	-1.0	-2.2	-0.2	-1.3	-1.5	-0.7	-0.1	0.2	1.9	1.3
ADAM10 inh	-2	-11	-1	12	-6	-3	-98	1	-4	2	-13	2
ASAP1 GAP inh	x	-5	6	8	-2	10	7	-1	-17	-8	-10	-7
rCAG RNA binder	-2	5	-1	7	0	1	1	7	13	-5	-2	3
DDE Tn6 FP inh	2	8	3	5	-7	13	-2	-3	0	5	-6	5
ARFGAP1 inh	x	-11	-6	8	-19	2	-15	-10	-7	-1	6	-1
GC-B act	2	-19	4	-2	6	1	-4	-7	-1	4	10	-4
GC-A act	4	-35	1	-8	2	0	14	-8	-1	-2	7	2
HGIII-sPLA2 inh	2	1	-5	-2	14	3	-1	-10	0	12	6	-2
KLK7 zymogen act	-0.2	-0.7	0.2	-0.1	0.5	-0.4	-3.6	0.0	-1.8	0.4	-0.3	-0.1

21	N#CCCCSc1ncccc1-c1nc2ccccc2[nH]1
22	O=S1(=O)c2ccc(N3CC[C@@H](O)C3)cc2O[C@H]2CCN1C2
23	COc1ccc(CN2CC(C(=O)N3CCOCC3)CC2=O)cc1 (configuration not stated)
24	CCCCCCOc1ccc(/C=N/NC(=O)C2CC2)cc1
25	CCc1ccc(NS(=O)(=O)c2ccc3[nH]c(=O)[nH]c3c2)cc1
26	CCN(Cc1ccncc1)C(=S)Nc1c(C)cccc1C
27	COc1ccc(OC)c(CN2CCN(S(=O)(=O)c3ccc(NC(C)=O)cc3)CC2)c1
28	CC(=O)Nc1ccc(Br)c2ccccc12
29	NC(=O)C1CCN(c2ccc(C(F)(F)F)cn2)CC1
30	CCc1nc2sc3c(c2c(=O)n1CCO)CCC3

Compound	21	22	23	24	25	26	27	28	29	30
FXN GAA850 act	3.0	x	3.1	0.6	0.1	2.4	4.6	0.9	-1.3	0.7
ADAM10 inh	-20	-13	8	2	3	-6	1	0	6	7
ASAP1 GAP inh	18	x	-9	2	-1	7	-1	4	-7	-10
rCAG RNA binder	5	8	5	-2	1	-2	1	1	-2	1
DDE Tn6 FP inh	3	4	-2	5	1	-6	11	1	5	6
ARFGAP1 inh	1	x	-5	0	2	0	6	-13	5	4
GC-B act	-3	4	-4	-1	1	-1	3	-2	0	0
GC-A act	2	4	5	3	-2	2	3	-3	2	-1
HGIII-sPLA2 inh	0	16	0	5	7	0	-6	13	-3	3
KLK7 zymogen act	0.1	-0.3	0.1	0.4	0.6	0.6	0.4	-0.7	0.5	-0.3

31	Cc1ccc(-c2cc(-c3ccccc3)[nH]c(=S)c2C#N)cc1
32	CC(C)(C)c1ccc(S(=O)(=O)NC(=O)C2(C)CCN2C(=O)C2(c3ccc(Cl)cc3)CC2)cc1 (configuration not stated)
33	Cc1ccc(S(=O)(=O)Oc2cccc(/C=N/n3cnnc3)c2)cc1
34	COc1ccc(CCNC(=O)COc2coc(CN3c4ccccc4CC3C)cc2=O)cc1OC (configuration not stated)
35	CCOn1c(=O)c(-c2ccc(Cl)cc2)[n+]([O-])c2ccccc21
36	COc1ccccc1N1CCN(C(=O)CSc2ccccc2)CC1
37	C=CCN(c1ccc(C(N)=O)cc1)S(C)(=O)=O
38	C/C(=N\NC(=O)C1(C)CC1(Br)Br)c1cccc(NC(=O)C2CCC2)c1 (configuration not stated)
39	COc1ccc(CN2CCN(CCSc3ccc(C)cc3)CC2)c(OC)c1OC
40	O=S1(=O)CC(N2CCCCC2)CN1Cc1cn(Cc2ccc(C(F)(F)F)cc2)nn1 (configuration not stated)

Compound	31	32	33	34	35	36	37	38	39	40
FXN GAA850 act	-0.5	2.0	1.5	-1.2	1.3	3.1	-1.9	0.9	2.1	x
ADAM10 inh	-17	1	-4	-14	-23	-1	-9	-9	11	0
ASAP1 GAP inh	-10	-7	-6	-5	4	12	-2	2	-6	3
rCAG RNA binder	8	71*	-3	-6	0	-4	5	-5	-8	4
DDE Tn6 FP inh	3	-7	2	-2	-3	1	3	2	-3	-2
ARFGAP1 inh	14	7	-4	-4	9	-4	-10	-4	6	-1
GC-B act	4	0	-4	-8	2	3	2	7	4	0
GC-A act	1	2	-3	-10	3	-2	3	5	-2	1
HGIII-sPLA2 inh	4	-37	-3	8	8	6	2	8	-3	1
KLK7 zymogen act	-0.4	0.1	0.4	0.5	1.1	0.5	-0.4	0.4	0.1	-0.2

41	CCNC(=O)N(C)c1c(CC)nc2ccc(C(=O)Nc3cccc(OCC(=O)N(C)C)c3)cn12
42	CN(C)S(=O)(=O)c1cc(NC(=O)Cn2ccsc2=N)ccc1Cl
43	CC1CC(C)CN(C(=O)COC(=O)CN2C(=O)c3ccccc3C2=O)C1 (configuration not stated)
44	CN1CCN(C(=O)C[C@@H]2C[C@H]3c4cc(NC(=O)c5cccnc5)ccc4O[C@H]3[C@H](CO)O2)CC1
45	CCn1c(SC(C)C(=O)Nc2nccs2)nnc1-c1ccncc1 (configuration not stated)
46	CCCCN(CC)CCCNC(=O)c1cn(CC(C)C)c(=O)c2c1c1ccccc1n2C
47	COc1ccc(CCNC(=O)C(=O)NCC2CCCN2S(=O)(=O)c2ccc(OC)cc2)cc1 (configuration not stated)
48	CC(=O)Nc1sc2c(c1CN1CCCC1)CCCC2

Compound	41	42	43	44	45	46	47	48
FXN GAA850 act	-0.6	0.5	-0.1	0.0	1.2	-0.5	-4.8	-0.8
ADAM10 inh	-9	-7	-7	-17	10	-248	-2	4
ASAP1 GAP inh	-2	5	10	-6	0	6	2	-2
rCAG RNA binder	1	-3	-2	0	-1	-2	-3	1
DDE Tn6 FP inh	0	-13	0	0	8	10	0	3
ARFGAP1 inh	-8	6	3	-8	10	9	2	-1
GC-B act	2	-2	0	0	3	-21	-3	-4
GC-A act	0	1	-1	1	4	-61	-2	-2
HGIII-sPLA2 inh	10	1	-2	13	2	-4	-9	-2
KLK7 zymogen act	0.5	-0.5	-0.1	-0.3	-0.8	1.1	0.7	-0.4

From PubChem
